Source: PubChem (Emory University Molecular Libraries Screening Center)
14-3-3 PPI = modulators of 14-3-3 gamma protein binding, primary screen, biochemical, fluorescence polarization; FP, 14-3-3gamma / TMR-pS259-Raf peptide binding; inhibition, % at 40 µM; actives 0.19% (n = 160,000); in the data active means inhibition above about 30%;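 further: 0% = protein plus tracer without compound and 100% = blank with tracer alone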
Target sequence (P61981 whole entry, looked up): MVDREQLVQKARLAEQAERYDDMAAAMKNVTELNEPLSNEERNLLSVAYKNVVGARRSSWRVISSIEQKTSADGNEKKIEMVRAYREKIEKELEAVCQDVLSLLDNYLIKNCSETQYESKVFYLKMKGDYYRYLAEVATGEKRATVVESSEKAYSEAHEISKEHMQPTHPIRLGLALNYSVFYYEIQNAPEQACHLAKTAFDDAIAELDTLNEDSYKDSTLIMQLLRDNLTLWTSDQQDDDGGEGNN
The depositor's hits bear a star; & = joins results of further samples. These rows are one share of the data, so the mix of outcomes need not match the whole.

SMILES	14-3-3 PPI
Cc1ccccc1Nc1nc(N)nc(CN2CCN(c3ccccn3)CC2)n1	-8.4
Cc1nnc(N2C(=O)C(O)=C(C(=O)c3cccs3)C2c2ccccc2F)s1 (stereo not drawn)	-8.8
CC(CNC(=O)c1sc2ccccc2c1Cl)NC(=O)c1sc2ccccc2c1Cl (stereo not drawn)	1.3
COc1cc(NC(=O)c2cc3cc4ccc(C)cc4nc3s2)cc(OC)c1OC	-3.4
COc1ccc(C2=NN(c3ccccc3)C(c3ccccc3Cl)C2)cc1 (stereo not drawn)	-3.6
Cc1ccc(-c2nnn(CC(=O)NCc3ccccc3)n2)c(-n2cnnn2)c1	-0.8
Cc1ccc(C(=O)Nc2ccc(N3CCOCC3)cc2)cc1	-0.4&7.2
COc1ccc(CC(=O)NCc2ccccc2)cc1S(=O)(=O)N1CCOCC1	-3.6
O=C(COC(=O)c1ccco1)c1ccc(Br)cc1	4.5
CCCc1ncc(C(O)c2cccc3ccccc23)n1C (stereo not drawn)	-6.1
O=C(O)CC1(Cc2nc(-c3cccs3)no2)CCCC1	-2.0
O=C(CCCn1c(SCC(=O)c2ccc(F)cc2)nc2ccccc2c1=O)NCc1ccco1	-14.0
COc1ccc(N2C(=O)CCC(C(=O)NCCN3CCOCC3)C2c2ccc(OC)c(OC)c2)cc1 (stereo not drawn)	-19.1
COc1ccc(Nc2cc(C(=O)NCCCN3CCN(C)CC3)c3ccccc3n2)c(OC)c1	-2.7
O=C(NCCCN1CCCCCC1)C1CC(=O)N(C2CCCC2)C1 (stereo not drawn)	1.6
COc1cccc(C(=O)Nc2nc3ccc4nc(SC)sc4c3s2)c1	-18.4
O=C(Cn1cnc2c(nnn2Cc2ccccc2)c1=O)c1ccc(Cl)cc1	7.7
COc1ccc(-c2nc(=S)c3c(n2-c2ccc(OC)cc2)CCCC3)cc1	14.8
COc1cccc(-n2c(=O)c3sccc3n(Cc3cccc([N+](=O)[O-])c3)c2=O)c1	-20.1
Cc1ccc2sc(-c3ccc(N4C(=O)C5CC=CC(C)C5C4=O)cc3)nc2c1 (stereo not drawn)	-8.7
O=C(C1CC1)N1CCc2cc(Br)cc(S(=O)(=O)N3CCCc4ccccc43)c21	-44.8
COc1cc2c(cc1OC)C(C(=O)Nc1ccc(F)cc1)C(c1ccccc1F)N(C)C2=O (stereo not drawn)	-0.8
Cc1nc(SCC#N)c2c(C)c(C)sc2n1	-3.2
CCCCCn1c(Sc2ncccn2)nc2c1c(=O)[nH]c(=O)n2C	-3.2
CCCCNC(=O)CN1CCN(Cc2ccccc2Cl)C1=O	6.5
CSc1nsc(SC)c1C(=O)Nc1ccc(C)cc1	-6.0
COc1cccc(OC)c1C(=O)Nc1cccc(C(C)=O)c1	6.2
CC12CCC(C(=O)N3CCN(C(c4ccccc4)c4ccccc4)CC3)(OC1=O)C2(C)C (stereo not drawn)	-14.8
Cc1c(Cl)c(C)c([N+](=O)[O-])c(O)c1C=Nc1ccc(-c2nc3ncccc3o2)cc1	-11.3
CC(=O)Cc1nsc(NC(=O)c2ccc(-c3ccccc3Cl)o2)n1	-13.5

Ordered by value in 14-3-3 PPI (highest first): three from the list above
SMILES | 14-3-3 PPI
O=C(Cn1cnc2c(nnn2Cc2ccccc2)c1=O)c1ccc(Cl)cc1 | 7.7
COc1cc2c(cc1OC)C(C(=O)Nc1ccc(F)cc1)C(c1ccccc1F)N(C)C2=O (stereo not drawn) | -0.8
CC(=O)Cc1nsc(NC(=O)c2ccc(-c3ccccc3Cl)o2)n1 | -13.5

Some values from the entries so far.
Reading of COc1cccc(OC)c1C(=O)Nc1cccc(C(C)=O)c1 in 14-3-3 PPI: 6.2
Reading of COc1cccc(C(=O)Nc2nc3ccc4nc(SC)sc4c3s2)c1 in 14-3-3 PPI: -18.4

The results go on:
SMILES	14-3-3 PPI
CC(C)=C(NC(=O)c1ccccc1)C(=O)N1CCOCC1	2.1
CCn1cnc2sc(C(=O)Nc3cc(C(=O)OC)cc(C(=O)OC)c3)c(C)c2c1=O	-1.5
O=C1NC(c2ccc(O)cc2)Nc2sc3c(c21)CCCC3 (stereo not drawn)	-16.8
CC(C#N)Sc1nc2ccccc2c(=O)n1-c1ccccc1 (stereo not drawn)	-2.4
CC1CCCc2sc3nc(N4CCN(CCO)CC4)n4ncnc4c3c21 (stereo not drawn)	-1.9
CCn1cc(C(=O)N2CCN(c3cccc(C(F)(F)F)c3)CC2)c2cc(OC)c(OC)cc2c1=O	0.1
Cn1c(=O)c2cc(S(=O)(=O)NCCC(=O)NCCC3=CCCCC3)ccc2n(C)c1=O	-3.2
O=C(O)C1CSC(c2ccc(OCc3cccc(F)c3)cc2)N1 (stereo not drawn)	3.4
CC(=O)Nc1ccc(NC(=O)CCC(=O)NCCO)cc1	-7.8
O=C(c1cc(N2C(=O)C3C4CCC(C4)C3C2=O)ccc1Cl)N1CCN(c2ccccc2)CC1 (stereo not drawn)	13.2
O=C(O)C1CC=C(Cl)CC1C(=O)NCc1ccccc1 (stereo not drawn)	3.7
O=C(Nc1ccc(N2CCOCC2)cc1N1CCOCC1)c1ccco1	-11.5
CN1CC=C2C(C(=O)O)=C(N)C(C#N)(C#N)C(c3ccc(-c4ccccc4)cc3)C2C1 (stereo not drawn)	-113.1
COC(=O)c1c(NC(=O)CSc2nnnn2-c2ccccc2)sc2c1CCC2	-58.0
O=C(Nc1nc2ccc(Cl)cc2s1)c1ccc(Br)o1	-5.8
O=C(O)c1cc(Cl)ccc1NC(=O)C1CCCO1 (stereo not drawn)	-2.5
COc1cc(C2Nc3ccc4ncccc4c3C3=C2C(=O)CCC3)cc(OC)c1O (stereo not drawn)	-1.3
O=C(NC1CCCCCC1)c1ccc(CSCc2ccccc2F)o1	1.6
COc1ccccc1C(=O)N1c2ccccc2C(C)(c2ccccc2)CC1(C)C (stereo not drawn)	-9.9
CC1(C)Cc2c(c(=S)nc(-c3ccccc3)n2CCN2CCOCC2)CO1	-6.3
CC(NC(=O)C12CC3CC(CC(C3)C1)C2)C(=O)NC1=NCCS1 (stereo not drawn)	-5.6
CS(=O)(=O)N1CCCC(C(=O)O)C1 (stereo not drawn)	7.3
O=C(CCn1c(=O)oc2ccccc21)N1CCCCC1	-2.5
CCCCCOC(=O)CSc1nnc(-c2cc(OC)c(OC)c(OC)c2)o1	-4.1
Cc1nn(C(=O)C2CCCN2S(=O)(=O)c2ccc(F)cc2)c(C)c1Sc1ccccc1 (stereo not drawn)	3.5
Cc1c(C(=O)N2CCN(c3cccc(Cl)c3)CC2)sc2ncnc(N3CCCCC3)c12	-3.2
O=C(NC1CCCCC1)N(Cc1nc2ccccc2c(=O)[nH]1)C1CCCCC1	1.4
COCCNC(=O)C(c1ccc(C)o1)N(C(=O)c1snc(C(N)=O)c1N)c1ccc(C)c(C)c1 (stereo not drawn)	12.2
COc1ccccc1-n1c(C)nnc1SCC(N)=O	-7.8
COC(=O)c1ccccc1NC(=O)c1cc2ccccc2c(=O)o1	3.0

Ordered by heavy-atom count (lowest first): some entries from above.
SMILES	14-3-3 PPI
O=C(O)c1cc(Cl)ccc1NC(=O)C1CCCO1 (stereo not drawn)	-2.5
COC(=O)c1ccccc1NC(=O)c1cc2ccccc2c(=O)o1	3.0
CC1(C)Cc2c(c(=S)nc(-c3ccccc3)n2CCN2CCOCC2)CO1	-6.3
COc1ccccc1C(=O)N1c2ccccc2C(C)(c2ccccc2)CC1(C)C (stereo not drawn)	-9.9
Cc1nn(C(=O)C2CCCN2S(=O)(=O)c2ccc(F)cc2)c(C)c1Sc1ccccc1 (stereo not drawn)	3.5

Additional compounds follow.
SMILES	14-3-3 PPI
COc1ccc(-c2nc3cc(C)ccn3c2NC(=O)c2ccc(Cl)c([N+](=O)[O-])c2)cc1	-14.5
O=c1[nH]cnc2nc(-c3ccccc3)c(-c3ccccc3)nc12	-3.0
COC(=O)c1c(-c2ccccc2)csc1NC(=O)CS(=O)(=O)c1ccccc1	-10.0
O=C(Nc1ccc(S(=O)(=O)N2CCCCCC2)cc1)c1ccc(Br)o1	0.6
CCC(C)C1N=C2c3ccccc3N=C(SCc3cccc(Cl)c3)N2C1=O (stereo not drawn)	6.0
Cc1ccc2nc(-c3ccc([N+](=O)[O-])cc3)oc(=O)c2c1	-6.7
Cc1cc(C)c(Nc2nnc(C(C)(C)C)c(=O)[nH]2)c(C)c1	-2.2
COc1ccc(S(=O)(=O)N(C)CC(=O)NC2CC2)cc1	-0.8
NC(=O)c1oc2ccc(Cl)cc2c1NC(=O)CN1CCOCC1	-5.2
FC(F)(F)c1ccccc1-n1ccnc1	4.9
Cc1ccnc(NC(=O)c2cc3nc(-c4ccc(C)c(C)c4)cc(C(F)(F)F)n3n2)c1	-9.4
CCn1ccc(=O)c2cc(OC)ccc21	-2.0
COc1ccc(C2Nc3ccccc3C(=O)N2c2ccc(Cl)cc2)cc1Cn1cc([N+](=O)[O-])cn1 (stereo not drawn)	2.4
CCC(C(=O)Nc1cnccn1)c1ccccc1 (stereo not drawn)	-6.3
Fc1ccccc1Nc1nc2c(s1)CCc1ccccc1-2	-1.9
COCCOC(=O)C1=C(N)OC2=C(C(=O)CCC2)C1c1ccc(Cl)cc1 (stereo not drawn)	5.7
COc1cc(C2C(C(=O)OC(C)C)=C(C)NC3=C2C(=O)CC(C)(C)C3)ccc1OCc1ccccc1 (stereo not drawn)	0.9
Cn1c(=O)c2c([nH]c(=O)n2Cc2ccccc2Cl)n(C)c1=O	-0.5
CC(C)c1ccc(NS(=O)(=O)c2ccc3[nH]cc(C(=O)NC(C)c4ccc5c(c4)OCCO5)c(=O)c3c2)cc1 (stereo not drawn)	-12.9
COCC(C)NC(=O)c1cc(-c2ccc(O)cc2)on1 (stereo not drawn)	3.2
Cc1nc(C)n(C)c(=O)c1-c1ccccc1	-12.3
O=C1CC(c2ccc(F)cc2)Cc2nc(N3CCN(c4ccccc4)CC3)ncc21 (stereo not drawn)	-7.6
O=C(CCCCn1c(=O)c2ccccc2n(Cc2ccc(F)cc2Cl)c1=O)NCc1ccco1	-2.7
O=[N+]([O-])c1ccc(-c2nc3cc([N+](=O)[O-])ccc3o2)cc1	-4.5
CC(=O)Nc1cc2c(cc1C(=O)C(C)C)OCCO2	4.9
CCn1c(COc2ccccc2)nnc1SCc1ccc(C#N)cc1	-3.2
CC(C)Nc1nc(SCC(=O)Nc2ccccc2)nc(N2CCOCC2)n1	-10.7
CC(C)(C)OC(=O)N1CC(O)CC1C(=O)OCC(=O)c1ccc(Cl)cc1 (stereo not drawn)	1.7
COc1ccc(S(=O)(=O)Nc2cc(C)c(O)c(S(=O)(=O)c3ccc(OC)cc3)c2C)cc1	-1.3
COc1cc(C2Nc3ccccc3NC3=C2C(=O)CC(c2cc(OC)c(OC)c(OC)c2)C3)cc(OC)c1O (stereo not drawn)	-2.5
Nc1ccc2nc(-c3ccccc3)oc2c1	-5.7
Cc1cc(C)cc(OCc2nnc(SCC(=O)OC3CCCCC3)o2)c1	2.1
COc1cc(NC(=O)c2cnn3c(C(F)(F)F)cc(-c4ccc(F)cc4)nc23)cc([N+](=O)[O-])c1	6.2
Cc1sc2nc(NC(=O)c3sc4ccccc4c3Cl)sc(=O)c2c1C	-16.0
O=C(CCCCCn1c(=O)[nH]c2ccccc2c1=O)NC1CC1	-8.5
O=C(NCc1ccc2c(c1)OCO2)c1ccc(-c2ccc(Cl)cc2)o1	1.4
O=C(CSc1ccc2nnc(-c3cccnc3)n2n1)NCc1ccco1	4.5
Fc1ccc(C(c2nnnn2Cc2ccccc2)N2CCSCC2)cc1 (stereo not drawn)	-2.3
CCc1ccc(OCc2nc(-c3ccc(C)cc3)no2)c(Br)c1	-8.0
COc1ccc2nc(N3CCC(C(=O)NCCc4ccc(OC)c(OC)c4)CC3)sc2c1	0.6
CCc1nnc(NS(=O)(=O)c2ccc(NS(=O)(=O)c3ccccc3[N+](=O)[O-])cc2)s1	-17.4
O=C(c1cc(-c2cccnc2)nc2ccc(Br)cc12)N1CCC2(CC1)OCCO2	-12.6
CSc1ccc(/C=N/n2nnnc2N)cc1	0.0
Cc1nn(S(=O)(=O)c2ccc([N+](=O)[O-])cc2)c(C)c1Sc1ccc(Cl)cc1	-6.1
COc1ccc(C(=O)Nc2nc(-c3ccc([N+](=O)[O-])cc3)cs2)cc1	-3.3
COc1ccc(S(=O)(=O)NCC23CC4CC(CC(C4)C2)C3)cc1OC	-6.0
CCOC(=O)N1CCN(S(=O)(=O)c2cc3c(cc2C)NC(=O)CO3)CC1	-0.6
CC1CCN(C(=O)c2ccc([N+](=O)[O-])cc2NC(=O)c2cccs2)CC1	-4.5
COc1ccc2oc(=O)c(-c3nc(C)cs3)cc2c1	-1.1
CC(=O)c1ccc(Nc2cc(C)nc3nc(C)nn23)cc1	-4.7
Nc1nnc(SCC(=O)NCC(=O)c2ccccc2)s1	-0.5
COc1cccc(N2C(=O)C(N3C(=O)c4ccccc4C3=O)C2c2cc(OC)c(OC)c(OC)c2)c1 (stereo not drawn)	3.5
Cc1cc(C)nc(SCC=CCSc2nc(C)cc(C)n2)n1	-4.2
CCOC(=O)c1ccc(N2C(=O)C3CC=C(C)CC3C2=O)cc1 (stereo not drawn)	3.6
O=C(O)C1CSC(c2cccc([N+](=O)[O-])c2)N1 (stereo not drawn)	-0.7
O=C(O)c1ccc(Cn2c(=S)[nH]c3ccc(F)cc3c2=O)cc1	-2.0
O=C(CCN1C(=O)c2ccccc2S1(=O)=O)Nc1ccc2c(c1)OCCO2	-16.0
C=C(C)CC(Nc1ccc(F)cc1)c1ccco1 (stereo not drawn)	-5.0
OCc1c[nH]c2c1ccc1ccccc12	-3.2
CC1=C(C(=O)OCCOc2ccccc2)C(c2ccc3c(c2)OCO3)C2=C(CC(C)(C)CC2=O)N1 (stereo not drawn)	0.3

(next part)
SMILES	14-3-3 PPI
Cc1ccc(/C=c2\sc3nc(-c4cccnc4)nn3c2=O)cc1	-45.8
CC(=O)Nc1cccc(OCC(=O)Nc2ccccc2)c1	10.4
CCSc1nncn1/N=C/c1ccc(OC)c(OC)c1	0.1
CC(C)C(c1nnnn1CC1CCCO1)N1CCN(C2CCCC2)CC1 (stereo not drawn)	3.0
Cc1ccc2c(c1)c(=O)c1ccccc1n2CC(=O)N1CCN(c2ccc([N+](=O)[O-])cc2)CC1	-9.4
NC(=O)N1CC(O)CC1C(=O)Nc1ccc(Cl)c(Cl)c1 (stereo not drawn)	-3.7
